# GASC1 inh – inhibitors of human demethylase GASC-1 KDM4C | Q9H3R0 | GST-KDM4C 2-372, H3K9me3 peptide, LANCE TR-FRET | inhibition, % at 12.5 µM | hit rate 0.15% among 96,000;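 active means mean replicate inhibition above about 25%, with at least 55% of replicates also reaching it, limit read from the data, passing the limit was not always enough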
# Target sequence (Q9H3R0 2-372 limits assumed): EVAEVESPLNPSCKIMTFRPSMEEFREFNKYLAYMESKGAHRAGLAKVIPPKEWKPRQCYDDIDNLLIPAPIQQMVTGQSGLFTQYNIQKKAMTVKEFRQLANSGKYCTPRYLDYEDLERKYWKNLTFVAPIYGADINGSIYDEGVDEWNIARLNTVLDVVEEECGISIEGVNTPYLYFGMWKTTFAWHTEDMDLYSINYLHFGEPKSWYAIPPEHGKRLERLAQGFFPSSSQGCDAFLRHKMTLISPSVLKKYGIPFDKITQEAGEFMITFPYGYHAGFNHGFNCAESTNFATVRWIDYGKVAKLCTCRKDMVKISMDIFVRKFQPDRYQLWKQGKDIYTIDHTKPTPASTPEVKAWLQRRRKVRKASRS
#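 Assay system: GST-GASC-1 enzyme fragment 2-372 | Amount: 10 nM enzyme | Medium: HEPES buffer, pH 7.5, plus ascorbate | Reagent: H3K9me3 peptide substrate, Fe(II), 2-oxoglutarate | Doses: Single-point compound screen | Incubation: 30 min demethylation and 1 h detection at room temperature | Measured by: LANCE TR-FRET, excitation 340 nm, emissions 618 and 671 nm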
# C diff HTS – C. difficile growth inhibition; growth activity, negative = inhibition, % at 16 µg/mL (by protocol); Clostridium difficile clinical isolate growth, OD600, 24 h; stronger effect = lower value; hit rate 0.25% among 86,000;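 active means mean growth activity at or below -80% and every replicate also at or below -80%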;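 further: 0% = DMSO wells and -100% = levofloxacin 16 µg/mL wells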
# Pf Dd2 inh – P. falciparum Dd2 growth inhibition; activity change, % at 10 µM; SYBR Green, 72 h; stronger effect = lower value; hit rate 2.3% among 94,000; AID 1159554; in the data active means activity change below about -80%
# Tcruzi prolif – T. cruzi proliferation inhibition | hit rate 5.9% among 77,000 | inhibition, % at 8.34 µM | T. cruzi beta-gal in NIH3T3, GalScreen luminescence, 90 h;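 active means mean inhibition above about 93%, with at least 55% of replicates each passing it, limit read from the data, passing the limit was not always enough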
# * = called active by the depositor; nt = no result given; & = joins results of further samples. An unsorted share of the library. Share with any hit: about 6.7%.
SMILES,GASC1 inh,C diff HTS,Pf Dd2 inh,Tcruzi prolif
CN(C)C(=O)[C@H]1[C@H](CO)[C@H]2Cn3c(cccc3=O)[C@@H]1N2C(=O)c1ccc(F)cc1,-0.1,6,nt,185*
CCS(=O)(=O)N1CCC2(CC1)CN(C(=O)Nc1c(C)noc1C)[C@H](CO)c1c2c2ccc(OC)cc2n1C,1.3,14,8,nt
C[C@@H]1CCCCO[C@H](CN(C)C(=O)C2CCCCC2)[C@@H](C)CN([C@@H](C)CO)C(=O)c2cc(NC(=O)CCC(F)(F)F)ccc2O1,0.2,-4,-77,-42
COc1ccc(-c2ccc([C@@H]3[C@H](CO)N4C(=O)CN(C(=O)c5ccccc5)C[C@@H]34)cc2)cc1,-0.3,1,-49,nt
CN1C(=O)c2cc(NC(=O)NCc3ccccc3)ccc2OC[C@@H]2O[C@@H](CC(=O)NCC3CCCCC3)CC[C@@H]21,7.5,-2,-1,12
C/C=C/c1ccc2c(c1)O[C@H](CN(C)C(=O)Nc1cccc(F)c1)[C@@H](C)CN([C@H](C)CO)S2(=O)=O,-2.0,4,-11,80
C[C@@H]1CN([C@H](C)CO)C(=O)c2ccccc2-c2ccccc2CO[C@@H]1CN(C)C(=O)[C@H]1CCCN1C,0.5,1,-23,-21
C[C@H]1CN([C@@H](C)CO)C(=O)Cc2cc(NS(C)(=O)=O)ccc2O[C@H]1CN(C)CC1CC1,-2.2,-4,-3,19
C[C@H](CO)N1C[C@H](C)[C@@H](CN(C)Cc2ccc(Oc3ccccc3)cc2)Oc2ccc(NC(=O)C3CC3)cc2C1=O,0.4,-4,-15,18
CC(C)NC(=O)N(C)C[C@@H]1OCCCC[C@@H](C)Oc2ccc(NC(=O)Nc3ccc4c(c3)OCO4)cc2C(=O)N([C@H](C)CO)C[C@@H]1C,-0.4,-11,27,20
C[C@@H]1CCCCO[C@H](CN(C)S(=O)(=O)c2ccc(Cl)cc2)[C@H](C)CN([C@@H](C)CO)C(=O)c2cc(NS(C)(=O)=O)ccc2O1,0.8,-13,-46,3
C[C@@H]1CCCCO[C@@H](CN(C)C(=O)c2ccccc2)[C@@H](C)CN([C@H](C)CO)C(=O)c2cc(NC(=O)Nc3ccc(C(F)(F)F)cc3)ccc2O1,-0.5,-10,2,117
C[C@H]1CN([C@@H](C)CO)C(=O)c2cc(C#Cc3ccccc3)cnc2O[C@@H]1CN(C)C(=O)c1ccccn1,0.7,-5,-32,71
O=S(=O)(N[C@@H]1CC[C@H](CCn2cc(Cc3ccccc3)nn2)O[C@H]1CO)c1ccccc1F,1.0,-3,-10,8
Cc1cccc(S(=O)(=O)N2CCCCN3[C@H](CO)[C@H](c4ccc(-c5ccncc5)cc4)[C@@H]3C2)c1,-0.2,-20,2,93
Cc1ccccc1-c1ccc([C@@H]2[C@@H](CO)N3CCCCN(C(=O)Nc4cccc(F)c4)C[C@@H]23)cc1,-2.4,25,-30,3
COc1cccc(-c2cnc3c(c2)C(=O)N([C@H](C)CO)C[C@@H](C)[C@@H](CN(C)Cc2ccncc2)O3)c1,0.5,1,10,41
O=C(C[C@H]1CC[C@H](NC(=O)C2CCC2)[C@H](CO)O1)NCc1ccncc1,1.6,6,36,nt
Cc1noc(C)c1NC(=O)Nc1cccc2c1O[C@@H](CN(C)S(=O)(=O)c1ccc(Cl)cc1)[C@H](C)CN([C@H](C)CO)C2=O,11,-10,-9,1
COC(=O)C[C@@H]1CC[C@@H]2[C@H](COc3ccc(NC(=O)c4cc(F)cc(F)c4)cc3C(=O)N2C)O1,-2.4,1,-16,-3
CN(C)C(=O)c1ccc(-c2ccc([C@@H]3[C@H](CO)N4CCCCN(C(=O)C5CCC5)C[C@@H]34)cc2)cc1,nt,-4,12,106*
C[C@@H]1CN([C@@H](C)CO)S(=O)(=O)c2ccc(-c3ccc(C#N)cc3)cc2O[C@H]1CN(C)C,0.4,-7,nt,19
C[C@H](NC(=O)C[C@@H]1C=C[C@H](NC(=O)Nc2ccc3c(c2)OCO3)[C@@H](CO)O1)c1ccccc1,-0.8,nt,12,25
CN1C(=O)c2cc(NC(=O)c3ccccc3)ccc2OC[C@H]2O[C@H](CC(=O)NC3CCCC3)CC[C@H]21,-2.6,4,-3,-2
Cc1cccc(NC(=O)Nc2ccc3c(c2)C(=O)N(C)[C@H]2CC[C@H](CC(=O)NCc4ccccc4Cl)O[C@H]2CO3)c1,-0.9,8,-5,26

# Rewritten as tab-separated lines: part of the list above
SMILES	GASC1 inh	C diff HTS	Pf Dd2 inh	Tcruzi prolif
CN(C)C(=O)[C@H]1[C@H](CO)[C@H]2Cn3c(cccc3=O)[C@@H]1N2C(=O)c1ccc(F)cc1	-0.1	6	nt	185*
CCS(=O)(=O)N1CCC2(CC1)CN(C(=O)Nc1c(C)noc1C)[C@H](CO)c1c2c2ccc(OC)cc2n1C	1.3	14	8	nt
C[C@@H]1CCCCO[C@H](CN(C)C(=O)C2CCCCC2)[C@@H](C)CN([C@@H](C)CO)C(=O)c2cc(NC(=O)CCC(F)(F)F)ccc2O1	0.2	-4	-77	-42
COc1ccc(-c2ccc([C@@H]3[C@H](CO)N4C(=O)CN(C(=O)c5ccccc5)C[C@@H]34)cc2)cc1	-0.3	1	-49	nt
CN1C(=O)c2cc(NC(=O)NCc3ccccc3)ccc2OC[C@@H]2O[C@@H](CC(=O)NCC3CCCCC3)CC[C@@H]21	7.5	-2	-1	12
C/C=C/c1ccc2c(c1)O[C@H](CN(C)C(=O)Nc1cccc(F)c1)[C@@H](C)CN([C@H](C)CO)S2(=O)=O	-2.0	4	-11	80
C[C@@H]1CN([C@H](C)CO)C(=O)c2ccccc2-c2ccccc2CO[C@@H]1CN(C)C(=O)[C@H]1CCCN1C	0.5	1	-23	-21
C[C@H]1CN([C@@H](C)CO)C(=O)Cc2cc(NS(C)(=O)=O)ccc2O[C@H]1CN(C)CC1CC1	-2.2	-4	-3	19
C[C@H](CO)N1C[C@H](C)[C@@H](CN(C)Cc2ccc(Oc3ccccc3)cc2)Oc2ccc(NC(=O)C3CC3)cc2C1=O	0.4	-4	-15	18

# Going on with the list.
SMILES,GASC1 inh,C diff HTS,Pf Dd2 inh,Tcruzi prolif
CCC(=O)N1[C@@H](CO)[C@@H]2c3ccccc3N(S(=O)(=O)c3ccccc3F)C[C@@H]21,1.9,1,-6,-7
C[C@H](CO)N1C[C@H](C)[C@H](CN(C)Cc2ccc(Oc3ccccc3)cc2)Oc2c(NC(=O)C3CC3)cccc2C1=O,0.7,-3,-22,40
O=C(Nc1ccc(Cl)cc1)N[C@@H]1CC[C@@H](CCNC(=O)c2ccccc2F)O[C@@H]1CO,-0.6,2,-27,-37
Cc1noc(C)c1S(=O)(=O)Nc1ccc2c(c1)C(=O)N([C@@H](C)CO)C[C@@H](C)[C@@H](CN(C)S(C)(=O)=O)OCCCC[C@@H](C)O2,0.4,3,9,20
C[C@@H]1CCCCO[C@H](CN(C)Cc2ccncc2)[C@H](C)CN([C@H](C)CO)C(=O)c2cc(NC(=O)CCC(F)(F)F)ccc2O1,7.6,0,25,96*
C[C@H](CO)N1C[C@H](C)[C@@H](CN(C)Cc2ccc(C(=O)O)cc2)Oc2ccc(NC(=O)Nc3ccc(F)cc3)cc2C1=O,-0.6,10&-4,-8,nt
CC(C)CC#Cc1ccc2c(c1)O[C@@H](CN(C)C)[C@H](C)CN([C@H](C)CO)S2(=O)=O,-1.9,23,-66,65
O=C(C[C@H]1C[C@H]2c3cc(NC(=O)Nc4ccc(C(F)(F)F)cc4)ccc3O[C@H]2[C@H](CO)O1)NCc1ccc(Cl)cc1,0.2,nt,-3,85
N#C[C@H]1[C@H](c2ccc(-c3cccnc3)cc2)[C@@H](CO)N1C(=O)C1CC1,0.8,-8,24,17
COc1ccccc1NC(=O)Nc1ccc2c(c1)C(=O)N(C)C[C@@H](OC)[C@H](C)CN[C@@H](C)CO2,2.4,-5,-15,-34
C/C=C/c1ccccc1[C@H]1[C@H](C#N)N(C(C)=O)[C@H]1CO,-1.7,2,1,nt
COc1ccc2c3c(n(C)c2c1)[C@@H](CO)N(Cc1ccccc1F)CC31CCN(C(=O)C2CC2)CC1,-1.0,4,-60,nt
CCS(=O)(=O)NCC[C@H]1CC[C@H](NC(=O)C2CCOCC2)[C@H](CO)O1,-0.4,-4,-3,-2
COc1ccc(S(=O)(=O)Nc2cccc3c2O[C@@H](CN(C)Cc2ccc(C(F)(F)F)cc2)[C@H](C)CN([C@H](C)CO)C3=O)cc1,6.3,5,-30,-43
CN(C)C(=O)[C@@H]1[C@@H](CO)[C@@H]2Cn3c(ccc(-c4cccnc4)c3=O)[C@H]1N2C(=O)NC1CCCC1,0.0,-3,12,8
C[C@H]1CN([C@@H](C)CO)C(=O)c2cc(C#CCc3ccccc3)cnc2O[C@@H]1CN(C)CC1CCCC1,1.1,-1,-88*,109*
Cc1ccc(S(=O)(=O)Nc2cccc3c2O[C@H](CN(C)Cc2ccc(C(=O)Nc4ccccc4N)cc2)[C@H](C)CN([C@H](C)CO)C3=O)cc1,2.5,8,-85*,50
C[C@@H]1CN([C@@H](C)CO)C(=O)Cc2cc(NC(=O)CCN3CCOCC3)ccc2O[C@H]1CN(C)Cc1ccncc1,1.2,2,1,-14
C[C@@H]1CCCCO[C@H](CN(C)C)[C@@H](C)CN([C@H](C)CO)C(=O)c2cc(NC(=O)Nc3ccc4c(c3)OCO4)ccc2O1,-0.4,2,-31,2
C[C@H](CO)N1C[C@H](C)[C@H](CN(C)Cc2ccc3c(c2)OCO3)Oc2c(NC(=O)c3cnccn3)cccc2C1=O,0.1,5,-2,39
C[C@H](CO)N1C[C@H](C)[C@@H](CN(C)C(=O)Nc2ccc(C(C)(C)C)cc2)OCc2cn(nn2)CCCC1=O,nt,-2,1,9
COc1ccccc1S(=O)(=O)N(C)C[C@H]1OCc2ccccc2-c2ccccc2C(=O)N([C@H](C)CO)C[C@H]1C,0.3,-3,-1,-62
O=C1CN(S(=O)(=O)Cc2ccccc2)C[C@@H]2[C@@H](c3ccc(C#CCC4CCCC4)cc3)[C@@H](CO)N12,nt,82,-15,nt
COc1ccc(CN(C)C[C@@H]2Oc3ccc(NS(C)(=O)=O)cc3C(=O)N([C@H](C)CO)C[C@@H]2C)cc1,-0.7,0,-1,nt
O=C(C[C@H]1CC[C@@H]2[C@H](COC[C@@H](O)CN2C(=O)c2ccc(F)cc2)O1)Nc1ccc(-c2ccccc2)cc1,-1.5,23&15,-17,15
# Other entries follow:
SMILES,GASC1 inh,C diff HTS,Pf Dd2 inh,Tcruzi prolif
C[C@H](CO)N1C[C@H](C)[C@H](CN(C)Cc2ccccc2)Oc2c(NC(=O)C3CC3)cccc2C1=O,-0.2,-3&-5,3,nt
CCCNC(=O)C[C@@H]1CC[C@@H]2[C@H](COC[C@@H](O)CN2C(=O)Nc2ccc3c(c2)OCO3)O1,0.9,nt,-1,30
C[C@@H]1CN([C@@H](C)CO)C(=O)c2cc(NC(=O)c3ccncc3)ccc2O[C@@H](C)CCCCO[C@H]1CN(C)CC1CCCCC1,0.9,nt,-25,50
CCCN1C[C@H](C)[C@H](OC)CN(C)C(=O)c2cc(NC(=O)c3cccc(F)c3)ccc2OC[C@H]1C,1.3,-1,5,21
CC=Cc1ccc2n(c1=O)C[C@H]1[C@H](CO)[C@@H](C(=O)N3CCc4ccccc4C3)[C@@H]2N1Cc1cocn1 (mixture of isomers),-1.8,-3,7,-10
C[C@@H]1CN([C@H](C)CO)C(=O)c2cc(NC(=O)c3ccccc3)ccc2O[C@@H](C)CCCCO[C@@H]1CN(C)C(=O)CCC(F)(F)F,3.7,0,-32,12
CNC(=O)C[C@H]1CC[C@@H]2[C@H](COc3ccc(NC(=O)c4ccc(OC)cc4)cc3C(=O)N2C)O1,0.3,5,-15,21
O=C(C[C@@H]1CC[C@H]2[C@@H](COC[C@@H](O)CN2Cc2cccc(-c3ccncc3)c2)O1)N1CCN(c2ccccc2)CC1,4.2,4,-15,41
CCCN1C[C@H](C)[C@@H](OC)CN(C)C(=O)c2cc(NC(=O)c3ccc(F)cc3)ccc2OC[C@H]1C,-0.1,nt,-4,-5
O=C([C@H]1[C@H](CO)[C@H]2Cn3c(cccc3=O)[C@H]2N1CCC(F)(F)F)N1CCCCC1,-0.8,-4,nt,8
O=C(CN1CCOCC1)N[C@@H]1CC[C@H](CCNC(=O)C2CCC2)O[C@H]1CO,-1.5,nt,9,0
N#C[C@@H]1[C@@H](c2ccc(C3=CCCC3)cc2)[C@@H](CO)N1C(=O)C1CCC1,1.1,-1,-6,69
CC=Cc1ccc2n(c1=O)C[C@H]1[C@H](CO)[C@@H](C(=O)N3CCCCC3)[C@@H]2N1C(=O)C1CC1 (mixture of isomers),0.2,-4,2,91
COCC#Cc1cnc2c(c1)C(=O)N([C@H](C)CO)C[C@@H](C)[C@H](CN(C)Cc1ccccc1)O2,nt,1,-50,-18
CO[C@@H]1CN(C)C(=O)c2cc(NC(=O)Cc3ccccc3)ccc2OC[C@@H](C)N(C)C[C@@H]1C,-0.8,-3,nt,-23
CCNC(=O)[C@@H]1[C@@H](CO)[C@@H]2Cn3c(ccc(C4=CCCC4)c3=O)[C@H]1N2S(=O)(=O)c1cn(C)cn1,2.1,-2,94,nt
C[C@H](CO)N1C[C@H](C)[C@H](CN(C)C(=O)Cc2ccccn2)Oc2cc(C#C[C@@H](C)O)ccc2S1(=O)=O,1.1,-1,-4,35

# Screening results from PubChem BioAssay.
